SENP6 inh = inhibitors of human SENP6 protease; Recombinant SENP6 catalytic domain, aminoluciferin luminescence; inhibition, % at 10 µM; 330,000 compounds, 1.8% hits;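 active = inhibition above about 50% at the single tested dose, limit read from the data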;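 also: plate controls were DMSO wells with enzyme for no effect and DMSO wells lacking enzyme for full effect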
SENP1 FRET inh = inhibitors of human SENP1 SUMO protease catalytic domain. Q9P0U3. recombinant SENP1 catalytic domain, CyPet-SUMO1-YPet FRET cleavage. inhibition, % at 10 µM. 360,000 compounds, 0.21% hits. AID 624204;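 active = inhibition at least 30% at 10 µM, raw YFP signal under a set limit, fluorescence ratio 0.5 to 1.5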;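 also: 0% = enzyme with DMSO and 100% = no enzyme wells; some results filed as inactive read as strong as hits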
Target sequence (Q9P0U3 419-644 limits assumed): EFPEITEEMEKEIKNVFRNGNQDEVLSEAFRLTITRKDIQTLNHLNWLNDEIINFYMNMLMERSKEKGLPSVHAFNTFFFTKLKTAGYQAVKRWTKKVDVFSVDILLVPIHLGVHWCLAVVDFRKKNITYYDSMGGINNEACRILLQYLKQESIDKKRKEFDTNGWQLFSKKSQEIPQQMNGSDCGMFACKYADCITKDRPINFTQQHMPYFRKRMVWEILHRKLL
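Compound: 10 µM single point, 0.5% DMSO; Test system: hSENP1 catalytic domain, recombinant; Timing: 50 min reaction at room temperature; Technique: FRET, CFP and YFP emission; Control set: no-enzyme wells low, DMSO-plus-enzyme wells high control.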
HKDC1 inhibitor = HKDC1 (human) hexokinase inhibition; recombinant HKDC1, G6PDH/diaphorase resazurin coupled fluorescence; inhibition, % at 20 µM; 340,000 compounds, 0.16% hits;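 active = inhibition above about 35% when tested at 20 µM, limit read from the data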;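 also: plate controls were DMSO wells with enzyme for no effect and DMSO wells lacking enzyme for full effect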
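System: Recombinant HKDC1 hexokinase | Amount: HKDC1 at 5 µg/mL | Reagent: Glucose with 1 mM ATP | Doses: Single 20 µM dose | Incubation: Reaction time 90 min, room temperature, protected from light | Signal: Coupled resazurin fluorescence, excitation 525 nm, emission 613 nm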
UBC13 polyUb = inhibitors of human UBC13 polyubiquitin chain formation | TR-FRET | 330,000 compounds, 0.47% hits | P61088 | inhibition, % at 20 µM; in the data active = inhibition above about 45%, passing the limit was not always enough
Target sequence (P61088 whole entry, looked up): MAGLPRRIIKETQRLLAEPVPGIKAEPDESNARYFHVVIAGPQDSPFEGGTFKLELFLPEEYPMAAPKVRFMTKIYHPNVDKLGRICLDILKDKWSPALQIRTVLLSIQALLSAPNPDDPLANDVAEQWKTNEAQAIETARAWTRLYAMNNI
MIN6 prolif = MIN6 beta-cell proliferation induction; proliferation, % at 10 µM; 330,000 compounds, 0.29% hits; MIN6 cells proliferation, ATPlite luminescence, 48 h; cells starved in 0.2% serum; 100% = growth in 10% serum; AID 2380;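 active = compounds whose signal lies at least 3.5 SD above the mean of all wells on their plate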;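 also: 0% = DMSO-treated cells in low-serum medium and 100% = 10% serum control; some compounds called inactive have numbers as strong as hits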
SENP8 block-1 = blocks the human protease SENP8. purified SENP8, Z-RLRGG-aminoluciferin cleavage, luminescence. inhibition, % at 10 µM. Q96LD8. 330,000 compounds, 1.2% hits. AID 2540; in the data active = inhibition above about 50%
SENP7 block = blocks the human protease SENP7. Q9BQF6. recombinant SENP7, Z-RLRGG-aminoluciferin luminescence, 40 min. inhibition, % at 5 µM. 330,000 compounds, 1.5% hits. AID 434973;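 active = inhibition above about 50% at the single test dose, limit read from the data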;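 also: plate controls were DMSO with enzyme for no effect and no enzyme buffer wells for full effect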
Target sequence (Q9BQF6 706-1050 limits assumed): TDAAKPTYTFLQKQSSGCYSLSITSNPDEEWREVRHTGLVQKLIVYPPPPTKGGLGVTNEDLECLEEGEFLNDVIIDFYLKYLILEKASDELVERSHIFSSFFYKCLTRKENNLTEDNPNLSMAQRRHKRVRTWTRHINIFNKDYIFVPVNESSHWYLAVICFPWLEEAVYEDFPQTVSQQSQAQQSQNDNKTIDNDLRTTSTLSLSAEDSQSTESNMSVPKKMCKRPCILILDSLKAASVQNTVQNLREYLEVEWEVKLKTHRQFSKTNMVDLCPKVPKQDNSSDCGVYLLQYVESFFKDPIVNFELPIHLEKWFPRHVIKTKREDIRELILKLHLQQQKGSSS
PfG6PD inh = PfG6PD (Plasmodium falciparum) enzyme inhibition | PfGluPho enzyme, NADPH resazurin-diaphorase fluorescence | inhibition, % at 20 µM | 350,000 compounds, 0.78% hits;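 active = inhibition reaching at least a set limit at 20 µM in the primary screen, cut at about 59% in these data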;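 also: 0% = DMSO wells with substrate and 100% = DMSO wells lacking glucose-6-phosphate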
SENP8 block-2 = inhibitors of human SENP8 protease | Q96LD8 | recombinant SENP8, Nedd8 substrate fluorescence | inhibition, % at 20 µM | 360,000 compounds, 0.64% hits | AID 602440; in the data active = inhibition mostly above about 40%, no sharp cut-off; inactive = mostly below about 27%
* marks the source's active call; other numbers are inactive results; nt = no result given.

SMILES | SENP6 inh | SENP1 FRET inh | HKDC1 inhibitor | UBC13 polyUb | MIN6 prolif | SENP8 block-1 | SENP7 block | PfG6PD inh | SENP8 block-2
CCOC(=O)N1CCc2c(sc(NC(=O)C3COc4ccccc4O3)c2C(N)=O)C1 (stereo not drawn) | 0 | -1 | -9 | 10 | -1 | 2 | -1 | 3 | -26
CCOc1ccc(-c2nn[nH]n2)cc1OCC | -2 | 1 | 0 | 4 | -2 | -3 | 9 | -8 | 11
O=C(c1ccc(F)cc1)N1CCN(c2cnn(-c3ccccc3)c(=O)c2Cl)CC1 | 0 | 0 | 9 | -20 | -2 | -13 | -5 | -4 | 7
O=C1CCC(C(=O)Nc2cccc(C(F)(F)F)c2)N1 (stereo not drawn) | -41 | 2 | -10 | -7 | -1 | -9 | -3 | 3 | 7
CC(NCC(O)COc1ccc2ccccc2c1)c1ccccc1 (stereo not drawn) | -8 | -64 | -2 | 9 | -7 | -2 | -6 | 2 | 10
Cc1cccc(NC(=O)C(Cc2ccccc2)n2cccc2)c1 (stereo not drawn) | 11 | 0 | 0 | 2 | -1 | -8 | -4 | 5 | 8
CCOc1ccccc1N(CC(=O)Nc1ccccc1F)S(=O)(=O)c1ccccc1 | 17 | -3 | -1 | 7 | -2 | -1 | 1 | 4 | 2
COc1ccccc1C(=O)COC(=O)c1nc2nc(C)cc(C)n2n1 | -11 | -1 | -3 | 0 | -1 | -7 | -19 | -8 | -4
Cc1cc(Nc2cccc(O)c2)c2ccccc2n1 | -3 | nt | nt | -2 | -1 | -2 | 7 | nt | nt
COC(=O)c1ccc(NCN2C(=O)C3C4CCC(C4)C3C2=O)cc1 (stereo not drawn) | -1 | -1 | -13 | -1 | -4 | 0 | 1 | 0 | 8
COc1ccc(S(=O)(=O)N(CCc2ccccc2)CC(=O)O)cc1Cl | 1 | 0 | 4 | 8 | -3 | -5 | 2 | -22 | 10
CO[C@@H]1O[C@@H]2COC(c3ccccc3)O[C@@H]2[C@@H](OC)[C@@H]1O (stereo partly drawn) | -6 | -1 | -6 | 4 | 0 | -7 | -2 | 12 | 22
COc1ccc(/C=C/C(=O)N(C)C2CCS(=O)(=O)C2)cc1OC (stereo not drawn) | -14 | 2 | -9 | -14 | 0 | -14 | -6 | 1 | -183
CC(=O)Nc1ccc2c(c1)nc(CCN1CCN(C)CC1)n2C | 5 | -1 | -4 | 8 | -1 | 1 | -4 | -1 | 26
COc1ccc(-n2c(SCCNCCO)nc3sc4c(c3c2=O)CCCC4)cc1 | -9 | 1 | -4 | 26 | -2 | 2 | 2 | -6 | 19
CC(C)(C)n1nc2c(c1NC(=O)c1ccccc1)CS(=O)(=O)C2 | 10 | 1 | -13 | -2 | -2 | 7 | -4 | -1 | 16
c1ccc(CNc2nc3ccccc3n2CCN2CCOCC2)nc1 | -55 | 2 | -9 | 2 | -1 | 4 | 6 | -23 | 2
COc1cccc(CN2CC(C(=O)N(C)Cc3ccnc4ccccc34)CCC2=O)c1 (stereo not drawn) | 1 | 0 | -7 | 7 | 1 | 6 | 3 | 8 | 20
COC(=O)[C@@H]1C[C@@]2(O)[C@H](O)[C@H](O)[C@H](O)C[C@H]2N1Cc1cc(OC)cc(OC)c1 | 5 | 1 | 1 | -5 | 1 | 0 | 4 | 9 | 19
Cc1ccc(S(=O)(=O)CCC(=O)OCC(=O)NCc2ccccc2)cc1 | -6 | 2 | 2 | -3 | -4 | -3 | 3 | -11 | 6
OCCC1CN(Cc2cnc(N3CCCC3)s2)CCN1C1CCCC1 (stereo not drawn) | -5 | -2 | -7 | 0 | 2 | 0 | 2 | -2 | -13
Cc1ccccc1NC(=O)C1CC(=O)N(c2ccc3c4c(cccc24)CC3)C1 (stereo not drawn) | 0 | 1 | -2 | 6 | -1 | 6 | 11 | -13 | 1
CCCCn1c(N)c(N(CCOC)C(=O)CCS(=O)(=O)c2ccc(Cl)cc2)c(=O)[nH]c1=O | -16 | -3 | -7 | -5 | -1 | 0 | -11 | -3 | -32
Cc1ccc(C)c(N2CC(C(=O)Nc3cc(C)on3)CC2=O)c1 (stereo not drawn) | 0 | 0 | 3 | -4 | -3 | -6 | -2 | -9 | 17
FC(F)(F)c1cc(-c2cccs2)nc2ncnn12 | -11 | -9 | 12 | 15 | 0 | 2 | 1 | -7 | -394
O=C(CNC(=O)C1CCCCC1)Nc1ccc(F)c(Cl)c1 | 3 | 0 | -2 | -12 | -1 | 6 | 11 | -3 | 6
COc1ccc(C2NC(=S)NC3=C2N2CCC3CC2)cc1 (stereo not drawn) | 4 | 4 | -2 | 1 | -1 | 2 | -1 | -6 | 13

Reformatted with tabs: part of the list above
SMILES	SENP6 inh	SENP1 FRET inh	HKDC1 inhibitor	UBC13 polyUb	MIN6 prolif	SENP8 block-1	SENP7 block	PfG6PD inh	SENP8 block-2
CCOC(=O)N1CCc2c(sc(NC(=O)C3COc4ccccc4O3)c2C(N)=O)C1 (stereo not drawn)	0	-1	-9	10	-1	2	-1	3	-26
CCOc1ccc(-c2nn[nH]n2)cc1OCC	-2	1	0	4	-2	-3	9	-8	11
O=C(c1ccc(F)cc1)N1CCN(c2cnn(-c3ccccc3)c(=O)c2Cl)CC1	0	0	9	-20	-2	-13	-5	-4	7
O=C1CCC(C(=O)Nc2cccc(C(F)(F)F)c2)N1 (stereo not drawn)	-41	2	-10	-7	-1	-9	-3	3	7
CC(NCC(O)COc1ccc2ccccc2c1)c1ccccc1 (stereo not drawn)	-8	-64	-2	9	-7	-2	-6	2	10
Cc1cccc(NC(=O)C(Cc2ccccc2)n2cccc2)c1 (stereo not drawn)	11	0	0	2	-1	-8	-4	5	8
CCOc1ccccc1N(CC(=O)Nc1ccccc1F)S(=O)(=O)c1ccccc1	17	-3	-1	7	-2	-1	1	4	2
COc1ccccc1C(=O)COC(=O)c1nc2nc(C)cc(C)n2n1	-11	-1	-3	0	-1	-7	-19	-8	-4
Cc1cc(Nc2cccc(O)c2)c2ccccc2n1	-3	nt	nt	-2	-1	-2	7	nt	nt
COC(=O)c1ccc(NCN2C(=O)C3C4CCC(C4)C3C2=O)cc1 (stereo not drawn)	-1	-1	-13	-1	-4	0	1	0	8
COc1ccc(S(=O)(=O)N(CCc2ccccc2)CC(=O)O)cc1Cl	1	0	4	8	-3	-5	2	-22	10
CO[C@@H]1O[C@@H]2COC(c3ccccc3)O[C@@H]2[C@@H](OC)[C@@H]1O (stereo partly drawn)	-6	-1	-6	4	0	-7	-2	12	22
COc1ccc(/C=C/C(=O)N(C)C2CCS(=O)(=O)C2)cc1OC (stereo not drawn)	-14	2	-9	-14	0	-14	-6	1	-183
CC(=O)Nc1ccc2c(c1)nc(CCN1CCN(C)CC1)n2C	5	-1	-4	8	-1	1	-4	-1	26
COc1ccc(-n2c(SCCNCCO)nc3sc4c(c3c2=O)CCCC4)cc1	-9	1	-4	26	-2	2	2	-6	19

Outcome played no part in choosing rows (roughly 4% active in at least one column).
